# Screening results: PubChem, several laboratories
# MEX-5 binding: C. elegans MEX-5 TCR-2 RNA binding activity. Q9XUB2. MEX-5/FITC-TCR2 RNA binding, fluorescence polarization; hits give low values. activity score (negative = inhibition of binding), % at 10 µM. 0.38% of 300,000 active. AID 1832;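 active = inhibition past about -25% in most replicates, and total fluorescence under double the plate's negative control median, limit read from the data; inconclusive = replicates evenly split on the limit, or fluorescence at least double controls; inactive = too little inhibition in most replicates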;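 note: 0% = DMSO and -100% = 5 µM competing unlabeled TCR2 RNA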
# Fam108B inh: Fam108B inhibition, counter-screen for RBBP9 inhibitors; recombinant Fam108B, FP-Rh probe fluorescence polarization; inhibition, % at 9.51 µM; 0.33% of 300,000 active;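 active = inhibition above the screen mean inhibition plus 3 SD, computed separately per campaign, cut at about 18% in these data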;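 note: inhibitors lower polarization as less probe binds the enzyme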
# ZTA DNA inh: counter-screen for EBNA-1 inhibitors: inhibitors of Epstein-Barr virus ZTA. ZTA-DNA binding, fluorescence polarization. inhibition, % at 11 µM. 0.15% of 320,000 active. AID 2234; in the data active = inhibition above about 33%
# Target sequence (P03206 whole entry, looked up): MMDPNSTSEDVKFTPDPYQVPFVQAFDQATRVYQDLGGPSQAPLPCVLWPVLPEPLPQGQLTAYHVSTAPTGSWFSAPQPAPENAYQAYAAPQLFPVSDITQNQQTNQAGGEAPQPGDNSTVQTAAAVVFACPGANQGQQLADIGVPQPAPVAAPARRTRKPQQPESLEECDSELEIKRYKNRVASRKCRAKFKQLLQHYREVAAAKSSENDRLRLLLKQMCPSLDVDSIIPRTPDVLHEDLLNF
# Efflux pump mplx: antifungal efflux pump inhibition, Nile Red retention | inhibition, % at 10 µM | AID 485275 | S. cerevisiae Candida pump triplex | 0.44% of 330,000 active;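 active = plate passing quality check with inhibition over a set limit, or well fluorescence over plate mean plus 4 SD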;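 note: Nile Red retained in pooled yeast measured as flow cytometry median fluorescence; 0% = buffer negative control and 100% = Enniatin B positive control; higher means more Nile Red kept so more efflux inhibition; some compounds called inactive have numbers as strong as hits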
# Bcl-xL primary: blocks human Bcl-xL binding to Bim BH3 peptide; Q07817; GST-Bcl-xL / FITC-Bim BH3 peptide fluorescence polarization; inhibition, % at 10.9 µM; 0.7% of 320,000 active;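 active = inhibition above the mean of all tested compounds plus 3 SD, cutoff set per campaign, cut at about 30% in these data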;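 note: 0% = DMSO wells and 100% = unlabeled Bim-BH3 peptide competitor; inhibitors lower millipolarization by displacing the labeled peptide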
# Target sequence (Q07817 whole entry, looked up): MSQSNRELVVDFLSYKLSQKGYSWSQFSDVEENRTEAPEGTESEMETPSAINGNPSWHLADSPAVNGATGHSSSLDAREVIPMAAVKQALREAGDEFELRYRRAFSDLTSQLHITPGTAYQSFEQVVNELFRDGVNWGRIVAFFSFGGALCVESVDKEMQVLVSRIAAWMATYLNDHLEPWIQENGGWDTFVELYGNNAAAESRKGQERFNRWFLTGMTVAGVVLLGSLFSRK
# CR mimetic SO: caloric restriction mimetics inhibiting age-related superoxide in yeast; S. cerevisiae aged cells, superoxide DHE fluorescence; hits give low values; superoxide response (% of plate mean), % at 10 µM; AID 2690; 0.18% of 330,000 active;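 active = superoxide response under a set limit, about three screen SD below normal, cut at about 65% in these data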;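 note: yeast aged for seven days with compound at 30 °C before DHE staining; 100% = average MFI of all compound-treated wells on the plate with controls excluded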
# MCL1 BIM primary: inhibitors of human MCL1 binding to BIM-BH3 peptide; inhibition, % at 10.9 µM; 0.68% of 320,000 active; GST-MCL1 / FITC-Bim-BH3 fluorescence polarization; Q07820;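 active = inhibition above the mean inhibition of all tested compounds plus 3 SD, set per campaign, cut at about 40% in these data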;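 note: 0% = DMSO wells and 100% = unlabeled Bim-BH3 peptide control; higher means more loss of mP so more displacement of Bim peptide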
# GLD-1 RNA inh: GLD-1-TGE RNA interaction inhibition (C. elegans) | Q17339 | purified GLD-1 + fluorescein TGE RNA, fluorescence polarization | inhibition, % at 5.96 µM | 0.44% of 320,000 active | AID 2280;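 active = percent inhibition above a per-plate cutoff, the plate mean of test compounds plus 3 SD, cut at about 30% in these data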;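 note: 0% = DMSO wells with GLD-1 and probe and 100% = wells lacking GLD-1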
# Target sequence (Q17339 whole entry, looked up): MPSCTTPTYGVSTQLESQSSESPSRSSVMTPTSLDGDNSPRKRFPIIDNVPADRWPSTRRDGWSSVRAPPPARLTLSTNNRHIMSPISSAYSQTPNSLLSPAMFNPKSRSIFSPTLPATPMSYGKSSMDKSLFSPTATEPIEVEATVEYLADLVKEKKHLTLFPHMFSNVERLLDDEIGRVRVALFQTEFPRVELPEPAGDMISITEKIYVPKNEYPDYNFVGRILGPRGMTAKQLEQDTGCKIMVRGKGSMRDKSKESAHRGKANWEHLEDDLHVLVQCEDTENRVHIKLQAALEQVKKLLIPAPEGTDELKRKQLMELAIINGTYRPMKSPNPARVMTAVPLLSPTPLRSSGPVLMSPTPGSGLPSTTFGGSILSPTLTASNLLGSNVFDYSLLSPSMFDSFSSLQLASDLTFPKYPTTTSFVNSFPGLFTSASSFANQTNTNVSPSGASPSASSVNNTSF
# EBNA-1 inhibitor: blocks EBNA-1 binding to DNA; inhibition, % at 14.8 µM; EBNA-1 DNA binding, fluorescence polarization; 0.34% of 300,000 active; in the data active = inhibition above about 28%
# The depositor's hits bear a star; i = inactive; ? = inconclusive; nt = not tested or not shown.
SMILES,MEX-5 binding,Fam108B inh,ZTA DNA inh,Efflux pump mplx,Bcl-xL primary,CR mimetic SO,MCL1 BIM primary,GLD-1 RNA inh,EBNA-1 inhibitor
COc1ccccc1N1C(=O)CC(N2CCc3ccccc32)C1=O (centres undefined),-0.9,-1,9,0.5,2,99,3,-10,0
Cc1ccccc1C(=O)NC(=S)Nc1ccc(Oc2ccc(Cl)cc2)cc1,1.5,-9,9,-0.1,5,93,7,7,-1
N#CCc1c(C#N)c(N)nc(N2CCN(C=O)CC2)c1C#N,-2.2,0,-12,0.1,11,101,-3,8,2
CCN(CC)c1ccc(/C=C2/C(=O)N(c3ccc([N+](=O)[O-])cc3)N=C2N2CCOCC2)cc1,1.7,4,5,-0.1,0,104,0,8,1
CCCOc1ccc(N2C(=O)CC(N(O)c3ccccc3)C2=O)cc1 (centres undefined),-0.3,1,11,-0.2,3,99,6,3,3
Cn1c(SCc2nc3ccccc3c(=O)[nH]2)nnc1-c1ccco1,0.9,-1,8,0.0,2,103,8,4,7
CCCn1c(=O)[nH]c2ccccc21,-0.9,-7,6,0.1,10,102,15,5,-31
COc1ccc(-n2ccnc(SCC(=O)NC3CCCC3)c2=O)cc1OC,2.8,-2,-2,0.0,-1,102,0,0,-14
FC(F)(F)c1cccc(Cc2noc(CN3CCCC(OCc4ccccn4)C3)n2)c1 (centres undefined),0.5,-4,8,0.3,5,104,5,3,-20
CCOc1ccc(NC(=O)COn2nnc3ccc(S(=O)(=O)N4CCOCC4)cc32)cc1,-0.6,-5,-4,-0.2,1,95,-6,10,-1
CC(C)(C)OC(=O)CC[C@@H](C(=O)N1CCN(C(=O)OC(C)(C)C)CC1)n1cc(C(Cc2ccc(O)cc2)NC(=O)OC(C)(C)C)nn1 (some centres undefined),3.1,-1,10,0.1,1,103,2,3,14
COc1cc(-c2cc(C(=O)Nc3ccc(S(N)(=O)=O)cc3)c3ccccc3n2)cc(OC)c1OC,2.8,-11,-6,-0.1,6,93,3,0,-4
CCCn1c(SCC(=O)NCc2ccc(C)cc2)n[nH]c1=O,1.8,1,2,0.0,6,84,7,-2,7
C=CCNC(=S)N1CCN(c2ncc3c(=O)c(C(=O)O)cn(CC)c3n2)CC1,-1.4,0,20,0.0,6,112,9,0,3
Cc1cc2c(=O)oc(-c3ccc(Br)cc3)nc2s1,nt,-22,11,-0.1,4,122,4,2,2
COc1ccc(CN2CCNC(=O)C2CC(=O)NCC2CCOCC2)c(F)c1 (centres undefined),-4.7,0,10,-0.1,17,95,10,10,5
Cc1c(O)cc2c(c1O)C(=O)CC(c1ccc(O)cc1)O2 (centres undefined),0.1,2,8,0.4,4,120,18,2,-2
COCC(C)n1c(C)cc(C(=O)COc2ccc(S(=O)(=O)N3CCOCC3)cc2Cl)c1C (centres undefined),nt,3,-6,0.0,2,109,3,0,-1
O=C(COC(=O)c1ccc(Cl)nc1)Nc1nnc(-c2ccccc2)o1,-7.4,0,4,0.1,4,105,8,2,-3
Cc1nn(Cc2ccccc2Cl)c(C)c1NC(=O)CCCn1nc(C)c([N+](=O)[O-])c1C,-2.1,-1,7,0.0,8,98,0,0,8
Cc1ccccc1NC(=O)Cn1nc(C(F)(F)F)cc1C1CC1,2.1,0,11,-0.3,-4,93,3,12,3
COc1cccc(-n2nnc3c(=O)n(Cc4ccc(F)cc4)cnc32)c1,nt,4,-6,-0.2,0,103,6,6,18
CCCn1cnc2cc(NCc3cccc(OC)c3)ccc21,2.3,0,-18,0.1,2,95,12,5,2
O=C(CN(C(=O)c1csnn1)c1ccc(F)c(Cl)c1)NCc1ccc2c(c1)OCO2,3.0,2,5,0.0,6,105,14,10,-1
CCCNC(=O)COC(=O)c1cc(SC)ccc1Cl,0.0,1,-13,0.0,0,105,-5,9,-5
Cn1c(CNC(=O)CNC(=O)c2cccc(F)c2)cc(=O)n(C)c1=O,-0.1,2,17,0.0,5,95,-3,-1,7
O=C1c2ccccc2-c2nnc(-c3ccccc3)cc21,1.3,6,-9,0.4,0,113,-6,0,-7
COCCCN1CC23C=CC(O2)C(C(=O)OC)C3C1=O (centres undefined),3.3,-2,-1,-0.1,8,86,-1,-2,6
COc1ccccc1NS(=O)(=O)c1cc(NC(=O)CCNC(C)=O)ccc1N1CCCCC1,0.6,1,4,0.0,3,92,2,7,-9
O=C(CNc1cccc(F)c1)N1CCc2ccccc2C1,-1.7,7,-16,0.0,6,81,3,-5,1
COc1ccc(NC(=O)COC(=O)C23CCC(=O)N2c2ccccc2S3)cc1 (centres undefined),0.0,0,-11,0.1,-5,112,-1,9,0
Cc1cc(C)nc(SCC(=O)OCC(=O)Nc2ccccc2)n1,-0.3,1,5,0.3,-1,104,-10,1,-7
Cc1ccc(S(=O)(=O)N2CCN(C(=O)c3n[nH]c(=O)c4ccccc34)CC2)cc1,-1.4,5,6,0.0,5,94,4,6,-11
Cc1cc(C)cc(S(=O)(=O)c2cn(C)c3cc(N4CCN(C)CC4)c(F)cc3c2=O)c1,-0.4,1,-25,0.1,1,109,-3,1,-9
C/C(=N\NC(=O)CSc1nc2ccccc2s1)c1cccnc1,1.5,-3,19,-0.1,3,i,6,2,5
COc1cccc(NC(=O)CN(C)C(=O)COc2ccccc2Cc2ccccc2)c1,nt,nt,-3,-0.1,-2,73,-4,5,nt
CN(C)CCSc1nc(O)c(-c2ccccc2)c(=O)n1-c1ccccc1,-2.3,2,-24,0.0,4,96,10,8,-7
CCC(C(=O)OC(C)C(=O)Nc1ccc(Cl)cn1)c1ccccc1 (centres undefined),2.1,-1,6,0.0,-1,107,-3,10,5
CCN(CC)c1ccc(/C=N/N2C(=O)c3ccccc3C2=O)cc1,1.6,2,-29,-0.1,4,99,11,6,-3
CCN(C(=O)CSc1nnc(-c2ccccc2Br)o1)C1CCS(=O)(=O)C1 (centres undefined),0.0,-6,-8,0.4,-6,128,-11,-6,-12
Cc1ccc(C(=O)NCC(=O)NCCc2ccc(S(N)(=O)=O)cc2)s1,-0.1,-4,-5,-0.2,0,91,3,6,3
CCC(=O)Nc1ccc(Cl)c(-c2nc3ncccc3o2)c1,1.1,4,-3,-0.1,3,94,3,8,5
CCC1(c2ccc(F)cc2)NC(=O)N(CC(=O)NCc2ccc(F)cc2)C1=O (centres undefined),1.6,-4,-4,0.2,0,111,-10,6,-15
O=c1sc2ccccc2c(=O)n1Cc1ccccc1F,-0.1,0,-13,0.2,6,94,9,2,-10
CC(=O)c1c(C)[nH]c(C(=O)CSc2nnc(N)s2)c1C,1.6,1,20,-0.1,-1,99,-7,-3,13
CCc1ccc(CCC(=O)Nc2ccc(C)cc2C)o1,3.3,-4,18,0.4,1,106,5,4,-6
O=C(CCN=C1NS(=O)(=O)c2ccccc21)OCC(=O)c1ccc(F)cc1,1.1,-2,-2,0.0,-6,96,-3,1,-11
CCN1c2ccccc2-c2nc3ccccc3n2C1c1cccnc1 (centres undefined),-2.6,-1,3,0.0,7,86,5,3,-3
CCN(CC)c1ccc(C=O)c(OC)c1,3.1,2,-6,0.1,3,102,-1,11,-14
CC1CCCCC12NC(=O)N(CC(=O)c1ccc(Cl)s1)C2=O (centres undefined),0.1,-4,-4,-1.4,0,95,-4,0,0

# 6 compounds picked at random from those above, as already listed:
SMILES,MEX-5 binding,Fam108B inh,ZTA DNA inh,Efflux pump mplx,Bcl-xL primary,CR mimetic SO,MCL1 BIM primary,GLD-1 RNA inh,EBNA-1 inhibitor
Cc1ccc(C(=O)NCC(=O)NCCc2ccc(S(N)(=O)=O)cc2)s1,-0.1,-4,-5,-0.2,0,91,3,6,3
CC(=O)c1c(C)[nH]c(C(=O)CSc2nnc(N)s2)c1C,1.6,1,20,-0.1,-1,99,-7,-3,13
CCC(=O)Nc1ccc(Cl)c(-c2nc3ncccc3o2)c1,1.1,4,-3,-0.1,3,94,3,8,5
CC1CCCCC12NC(=O)N(CC(=O)c1ccc(Cl)s1)C2=O (centres undefined),0.1,-4,-4,-1.4,0,95,-4,0,0
O=C(CCN=C1NS(=O)(=O)c2ccccc21)OCC(=O)c1ccc(F)cc1,1.1,-2,-2,0.0,-6,96,-3,1,-11
CCN1c2ccccc2-c2nc3ccccc3n2C1c1cccnc1 (centres undefined),-2.6,-1,3,0.0,7,86,5,3,-3

# Additional structures.
SMILES,MEX-5 binding,Fam108B inh,ZTA DNA inh,Efflux pump mplx,Bcl-xL primary,CR mimetic SO,MCL1 BIM primary,GLD-1 RNA inh,EBNA-1 inhibitor
O=C(O)[C@H](Cc1ccccc1)NC(=O)N1CCN(c2cccc(C(F)(F)F)c2)CC1,-1.7,-2,-3,0.0,8,89,5,4,0
CC(C)(O)C(=O)NNC(=S)NCc1ccco1,-32*,3,7,0.0,2,95,6,-2,-8
CCOC(=O)NCN1C(=O)C2C3C=CC(C3)C2C1=O (centres undefined),1.6,-3,-14,-0.1,1,102,2,7,-1
CC(/C=C/c1ccc(Cl)o1)=C\C(=O)O,-4.3,3,-2,0.0,11,76,3,3,6
Cc1ccccc1N(C(=O)CCC(=O)Nc1ccccn1)C(C(=O)NC(C)C)c1ccc(F)cc1 (centres undefined),2.9,5,3,-0.1,3,98,3,-7,9
CC(=O)N(c1nc(/C=C\C(=O)O)cs1)c1ccccc1F,0.1,7,-8,0.0,-1,106,1,0,-4
CC(C)(C)c1ccc(OCCNCc2ccccc2)cc1,-0.8,-1,-6,0.0,1,104,6,3,-5
O=C(Cn1nc(-c2ccco2)ccc1=O)Nc1cc(C(F)(F)F)ccc1Cl,0.3,-2,-5,-0.1,7,124,5,-2,-1
CCCCn1c(N)c(N(C)C(=O)c2cn(-c3ccccc3)nc2-c2ccccc2)c(=O)[nH]c1=O,nt,nt,-1,-0.1,2,103,3,10,nt
CCOc1ccc(/C=N/OC(C)C(=O)NCc2ccc3c(c2)OCO3)cc1 (centres undefined),-2.1,-1,-5,0.0,0,110,4,0,5
Cc1cccc(N2CCN(c3ccc4cc(S(=O)(=O)N5CCCCC5)ccc4n3)CC2C)c1 (centres undefined),-1.1,-4,-14,0.0,1,108,-2,1,-14
O=C1Nc2cc(C(=O)N3CCN(c4ccccc4F)CC3)ccc2NC1CSCc1ccccc1F (centres undefined),1.6,-12,4,0.4,-62,91,-92,-89,-6
O=C(O)C1=C[C@H](c2csc3ccccc23)C[C@H](OCc2ccc(CO)cc2)O1,0.6,32*,2,nt,5,nt,7,1,-2
CC1(C)CC(NC(=O)c2ccccc2F)CC(C)(C)N1,-0.1,5,5,-0.1,4,101,20,-2,0
CNc1ccc(/C=C/C(=O)c2ccc(C)cc2)cc1[N+](=O)[O-],-2.0,2,6,0.0,1,97,3,13,-5
Cc1cc(C)c(OCC(=O)N(C)CC(=O)Nc2ccc(N3CCOCC3)cc2)c(C)c1,2.1,2,-2,0.6,5,107,-5,-6,5
CCOc1cc(CNCCCN2CCOCC2)cc(Br)c1OCc1ccccc1Cl,-1.1,-3,13,0.0,9,108,5,-3,7
[O-]/C(=C(\C(=S)NCc1ccco1)[n+]1ccccc1)c1ccccc1Br,?,2,14,0.1,10,111,22,-3,0
